SENP1 inh: inhibitors of human SENP1 SUMO protease catalytic domain | 0.21% of 360,000 active | recombinant SENP1 catalytic domain, CyPet-SUMO1-YPet FRET cleavage | inhibition, % at 10 µM;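 active = inhibition at least 30% at 10 µM, raw YFP signal under a set limit, fluorescence ratio 0.5 to 1.5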;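 also: 0% = enzyme with DMSO and 100% = no enzyme wells; some results filed as inactive read as strong as hits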
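Assay system: hSENP1 catalytic domain, recombinant. Amount: SENP1 enzyme, 20 pM final. Schedule: 50 min reaction, RT, dark. Technique: FRET, CFP and YFP emission. Control set: no-enzyme wells low, DMSO-plus-enzyme wells high control.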
HKDC1 inhibitor: blocks human hexokinase HKDC1 activity; 0.16% of 340,000 active; Q2TB90; recombinant HKDC1, G6PDH/diaphorase resazurin coupled fluorescence; inhibition, % at 20 µM;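 active = inhibition above about 35% when tested at 20 µM, limit read from the data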;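 also: plate controls were DMSO wells with enzyme for no effect and DMSO wells lacking enzyme for full effect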
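Assay system: in-house recombinant HK5 (HKDC1) enzyme. Input: HKDC1 at 5 µg/mL. Medium: Tris pH 8.0 buffer with MgCl2, Tween-20, BSA, BME. Dosing: single 20 µM dose. Schedule: 90 min reaction incubation at room temperature, dark. Signal: resazurin-to-resorufin fluorescence via G6PDH and diaphorase coupling, 525/613 nm. Controls: DMSO-enzyme wells negative, buffer-substituted wells positive.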
PfGluPho inh: PfG6PD (Plasmodium falciparum) enzyme inhibition; 0.78% of 350,000 active; PfGluPho enzyme, NADPH resazurin-diaphorase fluorescence; inhibition, % at 20 µM;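 active = inhibition reaching at least a set limit at 20 µM in the primary screen, cut at about 59% in these data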;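 also: 0% = DMSO wells with substrate and 100% = DMSO wells lacking glucose-6-phosphate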
Apaf-1 inh: human Apaf-1 inhibition | O14727 | AID 489030 | 0.71% of 330,000 active | reconstituted apoptosome caspase-3 activity, DEVD-Rh110 fluorescence | inhibition, % at 20 µM; active = inhibition of at least 40% at 20 µM;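 also: plate controls were DMSO wells for no effect and DEVD-CHO caspase inhibitor wells for full effect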
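Assay system – apoptosome proteins · Medium – Hepes buffer, pH 7.5 · Also added – cytochrome c with DEVD-Rh110 · Timing – 30 min compound preincubation, 50 min activation, room temperature · Detection – Rh110 fluorescence, excitation 480 nm, emission 540 nm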
SENP7 inh: blocks the human protease SENP7; 1.5% of 330,000 active; Q9BQF6; recombinant SENP7, Z-RLRGG-aminoluciferin luminescence, 40 min; inhibition, % at 5 µM;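 active = inhibition above about 50% at the single test dose, limit read from the data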;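 also: plate controls were DMSO with enzyme for no effect and no enzyme buffer wells for full effect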
SENP8 block-1: blocks the human protease SENP8 | Q96LD8 | purified SENP8, Z-RLRGG-aminoluciferin cleavage, luminescence | inhibition, % at 10 µM | 1.2% of 330,000 active | AID 2540; in the data active = inhibition above about 50%
NALP3 yeast inh: inhibitors of NALP3 inflammasome in yeast. Yeast reconstituted NLRP3/ASC/caspase-1, beta-gal luminescence, 24 h. inhibition, % at 10 µM. 0.39% of 330,000 active;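 active = inhibition of 50% or more; inactive = inhibition below 50%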;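 also: plate controls were induced DMSO wells for no effect and uninduced yeast grown without galactose for full effect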
SENP6 block: inhibitors of human SENP6 protease; Recombinant SENP6 catalytic domain, aminoluciferin luminescence; 1.8% of 330,000 active; inhibition, % at 10 µM;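 active = inhibition above about 50% at the single tested dose, limit read from the data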;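 also: plate controls were DMSO wells with enzyme for no effect and DMSO wells lacking enzyme for full effect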
SENP8 block-2: blocks human SENP8 cleavage of Nedd8 substrate; Q96LD8; recombinant SENP8, Nedd8 substrate fluorescence; inhibition, % at 20 µM; 0.64% of 360,000 active; AID 602440; in the data active = inhibition mostly above about 40%, no sharp cut-off; inactive = mostly below about 27%
Active calls of the source: *; · = no result given. Hits appear at their usual frequency; any-hit rate near 4.1%.

canonical_smiles,SENP1 inh,HKDC1 inhibitor,PfGluPho inh,Apaf-1 inh,SENP7 inh,SENP8 block-1,NALP3 yeast inh,SENP6 block,SENP8 block-2
CCOc1ccc(/C=C\C(C)=N\O)cc1,1,2,-2,-23,-3,84*,49,91*,9
O=C1CCC([N+](=O)[O-])C(c2ccc(F)c(Br)c2)N1 (stereo unspecified),2,-7,2,-6,-3,-1,16,-22,-2
NC(Cc1c[nH]c2ccccc12)C(=O)NCc1ccco1 (stereo unspecified),-4,-9,-7,10,2,0,6,-11,11
Cc1cc(C)c(S(=O)(=O)NCC2CCC(C(=O)NCCCN3CCOCC3)CC2)c(C)c1 (stereo unspecified),1,-7,0,·,·,·,·,·,12
CC(OC(=O)C1CCN(S(=O)(=O)c2ccc(F)cc2)CC1)C(=O)NC1CCCCC1C (stereo unspecified),1,-4,1,0,-5,-6,11,-13,17
CCS(=O)(=O)c1ccc(Sc2nncn2C)c([N+](=O)[O-])c1,0,-3,-4,-19,5,7,6,-2,16
CC(C)c1ccccc1N1CC(C(=O)O)CC1=O (stereo unspecified),0,-1,2,1,0,3,-14,-10,14
Cn1c2ccccc2c2n[nH]c(=S)nc21,4,5,41,6,10,-5,5,10,21
CCC1=NN(C(=O)CCc2ccccc2O)C(O)(C(F)(F)F)C1 (stereo unspecified),1,-6,-2,1,-1,-6,11,3,11
O=C(C1CCCCC1)N1CCC(c2nc3ccccc3[nH]2)CC1,2,-8,4,-2,-2,-12,-2,-1,5
COc1c(OC)c(O)c2c(=O)c(O)c(-c3ccccc3)oc2c1OC,4,-3,-10,-2,7,7,17,-5,42*
O=C(Cc1ccccc1)NC(NCCCN1CCOCC1)(C(F)(F)F)C(F)(F)F,0,8,5,-2,-5,4,4,4,22
CCc1cccc(C)c1NC(=O)CCCSc1nc2ccccc2s1,2,-8,16,14,-8,-9,0,-11,28
CCc1ccc(N2CC(C(=O)NNC(=O)c3ccc(F)cc3)CC2=O)cc1 (stereo unspecified),1,-6,-6,20,-8,-18,9,-16,-10
CCCCN1C(=O)C(C(=O)OCc2ccccc2)CC2=C1CCCC2=O (stereo unspecified),2,-4,1,·,·,·,·,·,-3
COc1cccc(N=c2oc3ccccc3cc2-c2nc3ccccc3[nH]2)c1,-20,0,31,24,-8,5,21,-1,-352
Cc1ccc(N(CC(=O)NN=C2CCN(C)CC2)S(=O)(=O)c2ccc(C)cc2)cc1,0,-8,5,9,-10,-10,16,5,2
CCS(=O)(=O)c1ccc2c(c1)N(S(C)(=O)=O)CC(C(=O)NN)O2 (stereo unspecified),0,15,-23,-4,-12,-10,-2,-29,5
O=C(NCc1cccnc1)c1cc(-c2cccs2)on1,1,0,-3,-10,5,1,0,14,7
CCOC(=O)c1c(NC(=O)CSc2nnc(C)c(=O)[nH]2)sc(C)c1-c1ccc(C)cc1,1,11,-43,2,4,13,-8,17,-8
Cc1ccc(N2C(=O)CC(c3c[nH]c4ccccc34)C2=O)cc1 (stereo unspecified),1,-6,-10,0,2,0,15,9,4
Cc1ccc(C(=O)Nc2ccc(N3CCOCC3)cc2)cc1S(=O)(=O)N1CCCCC1,0,-1,-5,2,4,5,5,-8,11
COCCNC(=O)c1c(N)n(CCC2=CCCCC2)c2nc3ccccc3nc12,-22,6,40,63*,19,23,-8,39,-491
CC(C)c1nnc(NC(=O)CSc2nc3ccccc3s2)s1,1,9,-9,5,5,-3,4,-7,21
Cc1cc(NC(=O)CN2CCc3ccccc3C2)nc2c1c(=O)oc1ccccc12,-121,3,-4,37,17,9,3,38,-56

Profiles, looked up by structure. Order of values: SENP1 inh | HKDC1 inhibitor | PfGluPho inh | Apaf-1 inh | SENP7 inh | SENP8 block-1 | NALP3 yeast inh | SENP6 block | SENP8 block-2
`Cc1cc(NC(=O)CN2CCc3ccccc3C2)nc2c1c(=O)oc1ccccc12` across the screens: -121 | 3 | -4 | 37 | 17 | 9 | 3 | 38 | -56
`Cc1ccc(C(=O)Nc2ccc(N3CCOCC3)cc2)cc1S(=O)(=O)N1CCCCC1` across the screens: 0 | -1 | -5 | 2 | 4 | 5 | 5 | -8 | 11
`NC(Cc1c[nH]c2ccccc12)C(=O)NCc1ccco1` (stereo unspecified) across the screens: -4 | -9 | -7 | 10 | 2 | 0 | 6 | -11 | 11
`Cc1cc(C)c(S(=O)(=O)NCC2CCC(C(=O)NCCCN3CCOCC3)CC2)c(C)c1` (stereo unspecified) across the screens: 1 | -7 | 0 | · | · | · | · | · | 12
`CCS(=O)(=O)c1ccc2c(c1)N(S(C)(=O)=O)CC(C(=O)NN)O2` (stereo unspecified) across the screens: 0 | 15 | -23 | -4 | -12 | -10 | -2 | -29 | 5

The listing picks up; the two compounds before the break are reprinted first.
canonical_smiles,SENP1 inh,HKDC1 inhibitor,PfGluPho inh,Apaf-1 inh,SENP7 inh,SENP8 block-1,NALP3 yeast inh,SENP6 block,SENP8 block-2
CC(C)c1nnc(NC(=O)CSc2nc3ccccc3s2)s1,1,9,-9,5,5,-3,4,-7,21
Cc1cc(NC(=O)CN2CCc3ccccc3C2)nc2c1c(=O)oc1ccccc12,-121,3,-4,37,17,9,3,38,-56
CN(c1ccccc1)S(=O)(=O)c1ccc(C(=O)N2CCCC(C(F)(F)F)C2)cc1 (stereo unspecified),1,4,-15,16,-12,-10,12,-8,5
COc1ccc(CNS(=O)(=O)c2ccc3c(c2)N(C(C)=O)CC(C)S3)cc1 (stereo unspecified),0,5,-9,-5,2,-4,23,21,11
COc1cccc(/C=N/NC(=O)c2c(C)nc3ccc(Br)cn23)c1,2,3,91*,12,-7,-6,9,1,6
O=C(C1CC1(c1ccccc1)c1ccccc1)N1CCOCC1 (stereo unspecified),-1,1,10,-13,2,1,16,4,14
CC(=O)N(Cc1ccco1)C1(C(=O)NC2CCCC2)CCCCC1,2,-5,-3,8,-7,-7,1,-9,15
CC(C)n1nnnc1SCC(=O)N(C)C1CCS(=O)(=O)C1 (stereo unspecified),4,7,-24,-11,-8,3,3,-4,6
Fc1ccc(-c2csc3nnc(SCc4cccnc4)n23)cc1,-1,4,-51,-8,10,7,-2,1,0
CCCn1c(SCC(=O)Nc2cc(S(=O)(=O)N3CCOCC3)ccc2Cl)n[nH]c1=O,1,-8,6,4,-6,-7,0,-8,8
CCCn1c(SCC(=O)Nc2ccc(F)c(Cl)c2)nc(O)cc1=O,0,-2,-9,4,5,4,-4,-4,12
CCOC(=O)CSC(CC)C(=O)Nc1nnc(CC)s1 (stereo unspecified),0,-3,18,1,1,-1,3,-8,28
O=C(OCc1ccccc1)C1CCCN1C(=O)c1cccs1 (stereo unspecified),3,-11,-13,-3,-2,-2,7,-11,38
COc1ccccc1C(=O)Nc1nc2ccc(S(C)(=O)=O)cc2s1,-2,1,-6,-10,13,-14,5,-20,-87
COC(=O)c1sccc1NC(=S)N1CCC(C(N)=O)CC1,3,-7,-6,2,4,-2,1,-13,17
NS(=O)(=O)c1cccn1-c1ncc(C(F)(F)F)cc1Cl,-33,-7,-17,0,5,3,-5,-9,12
O=C(CSc1nc2ccccc2o1)Nc1ccc(N2CCOCC2)cc1,1,-4,3,0,-6,-8,16,-10,13
CCOc1cc(CNc2ccc(S(N)(=O)=O)cc2)ccc1OCC(=O)NC(C)(C)C,1,-4,-25,-3,7,8,11,5,-3
Cc1ccc(NC(=O)c2cnccn2)nc1,0,2,-1,2,39,8,12,48,16
COc1ccc(CN2C(=O)C(C)Oc3ccccc32)cc1 (stereo unspecified),0,2,-16,3,4,-6,24,-6,15
COc1ccccc1CNC(=O)CCCC(=O)n1ncc2cc(C)ccc21,-4,-7,0,7,2,4,7,4,-6
O=C(COC(=O)Cc1n[nH]c(=O)c2ccccc12)NNC(=O)c1ccc(Br)cc1,1,-6,-13,-4,-6,-12,10,-11,13
CCCC1(C(=O)OCC)NC(c2ccc(N(C)C)cc2)C2C(=O)N(c3ccc4c(c3)OCCO4)C(=O)C21 (stereo unspecified),-1,2,21,1,2,-2,18,4,-192
Cc1ccsc1/C=C/C(=O)O,0,-7,14,2,-2,-2,-7,-16,11
COc1ccc(OC)c(NC(=O)N2CCCC(C(=O)c3ccccc3OC)C2)c1 (stereo unspecified),2,-2,19,-16,-12,-2,-5,-6,5
O=C(CN1CCc2cc3c(cc2C1)OCCCO3)Nc1cccc(Br)c1,-10,2,14,15,-4,-1,3,-2,3
O=C(NCc1cccnc1)c1ccc(S(=O)(=O)N2CCCCCC2)cc1,2,0,-2,1,6,-1,2,-14,3
Cn1cc(P(=O)(N2CCOCC2)N2CCOCC2)cc1P(=S)(N1CCOCC1)N1CCOCC1,0,-13,45,3,1,-11,9,-26,8
CCCCNC(=O)NS(=O)(=O)c1ccc(NS(=O)(=O)c2ccccc2)cc1,-1,0,10,-5,-4,-3,-4,1,3
CN(C)c1ccc(C(=O)c2ccccc2C(=O)O)c(O)c1,1,-3,-10,2,-5,-7,2,-19,26
O=C(NCCC1=CCCCC1)C1CCN(Cc2cnn(-c3ccccc3)c2-n2cccc2)CC1,0,-4,-6,10,-3,-3,15,12,16
CCOC(=O)Cc1csc(NC(=O)c2cccc(Cl)c2)n1,1,-3,1,-11,3,1,64*,-1,1
COc1ccc(C(=O)c2coc3ccc(O)cc23)cc1,1,2,9,14,87*,80*,40,85*,18
O=C(NCCCl)Nc1ncn[nH]1,2,-4,12,·,·,·,·,·,20
CC1CCC(NC(=O)CC(C)(C)Cc2nc3ccccc3c(=O)[nH]2)CC1 (stereo unspecified),-3,0,-4,1,8,4,10,17,-9

Compound activity: PubChem BioAssay, Sanford-Burnham Center for Chemical Genomics
